From PubChem
Cav32 inh: blocks human Cav3.2 T-type calcium channel | Cav3.2-expressing cells, Fluo-4 calcium fluorescence FDSS; active compounds read low | AID 449739 | B-score at 10 µM | 100,000 tested, 4% active | O95180;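 active = single-dose well whose peak fluorescence ratio is a statistical outlier from its plate by either plate-standardised score or position-corrected B-score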
Target sequence (O95180 whole entry, looked up): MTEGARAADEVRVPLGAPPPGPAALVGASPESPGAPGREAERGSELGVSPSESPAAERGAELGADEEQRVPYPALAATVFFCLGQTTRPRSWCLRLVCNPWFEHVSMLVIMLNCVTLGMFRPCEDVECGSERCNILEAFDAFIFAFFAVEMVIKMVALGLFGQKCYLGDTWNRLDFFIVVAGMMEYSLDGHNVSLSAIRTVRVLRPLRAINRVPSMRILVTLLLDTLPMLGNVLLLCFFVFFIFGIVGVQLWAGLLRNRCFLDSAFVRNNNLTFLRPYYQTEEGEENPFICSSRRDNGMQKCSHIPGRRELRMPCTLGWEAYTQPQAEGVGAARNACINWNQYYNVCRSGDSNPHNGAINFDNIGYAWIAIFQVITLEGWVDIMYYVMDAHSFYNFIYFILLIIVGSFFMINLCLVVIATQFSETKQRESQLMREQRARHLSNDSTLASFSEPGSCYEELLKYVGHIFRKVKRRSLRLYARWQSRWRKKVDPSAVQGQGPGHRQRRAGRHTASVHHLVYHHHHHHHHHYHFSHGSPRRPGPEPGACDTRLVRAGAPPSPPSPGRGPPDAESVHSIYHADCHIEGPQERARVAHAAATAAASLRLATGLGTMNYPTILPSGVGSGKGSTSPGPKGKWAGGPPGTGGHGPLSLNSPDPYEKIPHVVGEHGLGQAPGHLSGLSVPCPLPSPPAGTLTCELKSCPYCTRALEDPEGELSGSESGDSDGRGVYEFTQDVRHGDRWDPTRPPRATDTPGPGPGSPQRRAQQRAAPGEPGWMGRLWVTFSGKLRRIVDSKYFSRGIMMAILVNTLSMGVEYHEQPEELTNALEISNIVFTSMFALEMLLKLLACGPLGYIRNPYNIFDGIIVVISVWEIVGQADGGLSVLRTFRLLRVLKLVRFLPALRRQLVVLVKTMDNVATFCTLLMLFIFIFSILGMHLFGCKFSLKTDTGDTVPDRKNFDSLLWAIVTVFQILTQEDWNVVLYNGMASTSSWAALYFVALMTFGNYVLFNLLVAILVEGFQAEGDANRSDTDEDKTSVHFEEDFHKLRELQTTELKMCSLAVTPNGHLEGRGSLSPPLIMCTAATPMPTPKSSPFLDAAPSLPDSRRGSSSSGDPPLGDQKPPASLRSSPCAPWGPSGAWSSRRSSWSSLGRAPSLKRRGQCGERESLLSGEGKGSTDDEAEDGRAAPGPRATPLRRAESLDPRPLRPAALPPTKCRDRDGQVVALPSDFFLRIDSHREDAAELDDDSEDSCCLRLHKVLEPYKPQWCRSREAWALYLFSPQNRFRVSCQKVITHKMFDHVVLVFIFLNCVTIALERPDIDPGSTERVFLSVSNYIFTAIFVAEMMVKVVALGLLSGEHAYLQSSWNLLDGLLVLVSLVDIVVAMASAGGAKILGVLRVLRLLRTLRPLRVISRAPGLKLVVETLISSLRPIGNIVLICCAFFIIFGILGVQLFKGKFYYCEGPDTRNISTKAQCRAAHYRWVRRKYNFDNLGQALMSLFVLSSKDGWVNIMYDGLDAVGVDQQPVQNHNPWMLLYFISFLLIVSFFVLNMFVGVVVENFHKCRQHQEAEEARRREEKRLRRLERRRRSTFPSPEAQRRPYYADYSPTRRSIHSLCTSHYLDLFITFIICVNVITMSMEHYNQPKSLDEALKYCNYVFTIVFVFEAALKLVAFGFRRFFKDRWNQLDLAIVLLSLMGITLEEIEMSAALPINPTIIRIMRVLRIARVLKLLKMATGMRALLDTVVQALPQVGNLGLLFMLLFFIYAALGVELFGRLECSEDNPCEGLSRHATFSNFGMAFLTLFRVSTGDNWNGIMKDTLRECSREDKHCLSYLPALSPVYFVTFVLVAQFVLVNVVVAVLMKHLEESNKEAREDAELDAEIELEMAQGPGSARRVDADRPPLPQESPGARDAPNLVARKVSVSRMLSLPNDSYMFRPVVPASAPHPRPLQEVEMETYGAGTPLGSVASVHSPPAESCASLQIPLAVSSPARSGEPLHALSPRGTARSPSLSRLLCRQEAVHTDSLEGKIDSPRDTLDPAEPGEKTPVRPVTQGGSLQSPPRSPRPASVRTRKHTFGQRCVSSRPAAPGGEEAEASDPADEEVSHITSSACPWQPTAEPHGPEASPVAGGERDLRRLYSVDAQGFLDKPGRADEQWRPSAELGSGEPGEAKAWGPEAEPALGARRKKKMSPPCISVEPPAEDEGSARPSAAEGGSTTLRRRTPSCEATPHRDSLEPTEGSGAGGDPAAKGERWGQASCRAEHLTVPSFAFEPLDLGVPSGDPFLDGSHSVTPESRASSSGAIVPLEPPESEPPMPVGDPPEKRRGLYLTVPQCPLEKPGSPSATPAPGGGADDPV
Numbers without * were called inactive. This is a subset. The share of hits here may be higher or lower than overall.

No.	Cav32 inh	mol
1	0.25	O=C(O)CCS(=O)(=O)Cc1ccccc1F
2	1.5	CCCc1cc(=O)[nH]c(SCC(=O)Nc2nonc2N)n1
3	-1.1	COCCSc1ccccc1C(=O)NCc1ccc(S(N)(=O)=O)cc1
4	-0.16	CCN(CC)c1ncnc2c1sc1nc(N3CCOCC3)c3c(c12)CCC3
5	0.75	O=C(NCCCN1CCN(c2ccc(F)cc2)CC1)c1cccc(N2CCCC2=O)c1
6	0.33	COc1cccc(C=Nc2cc(C)on2)c1O
7	-5.2*	CC(NC(=O)CN1C(=O)NC(Cc2ccccc2)(Cc2ccccc2)C1=O)C12CC3CC(CC(C3)C1)C2 (configuration not stated)
8	0.29	CCNC(=S)NNC(=O)C1CCCCC1
9	0.026	Cc1cc(C)c(C)c(S(=O)(=O)NCC(=O)O)c1C
10	-0.3	CCNC(=O)CC1C(=O)N(c2ccccc2)C(=O)N1CCc1ccc(OC)cc1 (configuration not stated)
11	0.18	O=C(Nc1ccc2c(c1)OCCO2)c1ccco1
12	1.1	O=C1Nc2ccc(Br)cc2C1(O)Cc1ccccn1 (configuration not stated)
13	0.077	COc1ccccc1OCCCCNCCO
14	-0.16	Cc1ccc(C(=O)Nc2ccccc2C(=O)NC(C(=O)O)C(C)C)cc1 (configuration not stated)
15	-0.67	O=C(c1c(F)cccc1F)N1CCN(c2ncccn2)CC1
16	0.51	COCC(C)n1c(C)cc(C(=O)COC(=O)c2c(NC(C)=O)sc(C)c2C)c1C (configuration not stated)
17	-0.96	CCOC(=O)c1[nH]c(C)c(C(=O)NCCC2=CCCCC2)c1C
18	-0.31	O=C(Nc1ccccc1)Nc1nnc(-c2ccccc2)o1
19	0.5	C=CCn1c(SCc2cccnc2)nnc1-c1ccncc1
20	-0.0052	CC(C)C[C@H](NC(=O)N1CCN(c2ccccc2)CC1)C(=O)O

Four entries already listed, arranged by the value under Cav32 inh, lowest first:
cpd | compound | Cav32 inh
3 | COCCSc1ccccc1C(=O)NCc1ccc(S(N)(=O)=O)cc1 | -1.1
17 | CCOC(=O)c1[nH]c(C)c(C(=O)NCCC2=CCCCC2)c1C | -0.96
10 | CCNC(=O)CC1C(=O)N(c2ccccc2)C(=O)N1CCc1ccc(OC)cc1 (configuration not stated) | -0.3
8 | CCNC(=S)NNC(=O)C1CCCCC1 | 0.29

Following part:
No.	Cav32 inh	mol
21	0.11	O=C(CSc1ncccn1)Nn1cnnc1
22	-0.81	C[C@@H]1O[C@@H](OC[C@H]2O[C@@H](Oc3c(-c4ccc(O)c(O)c4)oc4cc(O)cc(O)c4c3=O)[C@H](O)[C@@H](O)[C@@H]2O)[C@H](O)[C@H](O)[C@H]1O
23	-0.69	CC(=O)c1c(C)[nH]c(C(=O)N2CCN(c3cc(Cl)ccc3C)CC2)c1C
24	-0.2	C=CCOc1ccc(C2C(C(=O)c3cccs3)=C(O)C(=O)N2c2nnc(C)s2)cc1 (configuration not stated)
25	-0.95	Cn1c(C(O)c2ccc(Cl)cc2)nc(Cl)c1Cl (configuration not stated)
26	1.1	N/C(=N\OC(=O)C1CCCCC1)c1cccnc1
27	-0.47	O=C(c1ccccc1)N1CCSC1=S
28	-0.75	CCC(C)[C@H]1CN=C(N)N1CCc1cccc(F)c1 (some centres not stated)
29	-0.7	Cc1cc(/C=N/Nc2ccc([N+](=O)[O-])cn2)c(C)n1-c1ccccc1
30	-0.31	Cc1c(=O)n(OCc2ccccc2F)c2ccccc2[n+]1[O-]
31	0.18	CCOC(=O)C1CCCN(S(=O)(=O)c2cn(C)c(=O)n(C)c2=O)C1 (configuration not stated)
32	0.52	O=C(O)c1ccc2c(c1)ncn2C1CCCCC1
33	-0.0052	Cc1ccc(S(=O)(=O)Cn2nnnc2CN2CCOCC2)cc1
34	0.37	O=C(Cc1sc(-c2ccccc2Cl)nc1-c1ccccc1)Nc1ccccc1
35	0.066	CN1CCN(S(=O)(=O)c2ccc(NC(=O)C3CCCCC3)cc2)CC1
36	-1.1	COc1cc(-c2nnc(SCC3(c4ccc(Br)cc4)OCCO3)o2)cc(OC)c1OC
37	0.92	CC(C)(C)OC(=O)CC[C@@H](C(=O)N1CCN(C(=O)OC(C)(C)C)CC1)n1cc(C(CO)NC(=O)OC(C)(C)C)nn1 (some centres not stated)
38	-0.0054	NS(=O)(=O)c1cc(C(=O)O)c(NCc2ccco2)cc1Cl
39	-0.13	COCCn1c(SCC(=O)c2ccc(F)cc2)nnc1C(C)C
40	-2.2	O=C(NCc1cccc(C(F)(F)F)c1)C1CC(c2c(Cl)cccc2Cl)=NO1 (configuration not stated)
41	-0.72	COc1ccccc1Nc1nc(N)nc(CSc2nc(C)cc(C)n2)n1
42	0.6	O=C(O)[C@H](Cc1ccccc1)N1C(=O)c2ccncc2C1=O
43	0.95	Cc1csc(NC(=O)c2ccccc2C(=O)O)n1
44	-0.32	OC(CCN1CCCCC1)(c1ccccc1)c1ccccc1
45	1.1	Cc1ccc(NC2=NC(c3ccccc3)n3c(nc(C)cc3=O)N2)cc1 (configuration not stated)
46	-0.34	CC(C)C(C)(C#N)NC(=O)CSc1ncnc2sc(-c3ccccc3)cc12 (configuration not stated)
47	-0.039	CCOc1ccc(NC(=O)N(CCN2CCOCC2)Cc2ccc3c(c2)CCCN3CC)cc1
48	0.67	c1ccc(CCNc2ncnc3nc[nH]c23)cc1
49	1.2	CCOC(=O)c1ccc(S(=O)(=O)N2CCC(C(=O)O)CC2)cc1
50	-4.1	COCCn1c(SCC(=O)Nc2nc(C)c(Cl)cc2Cl)nc2ccccc21
51	-1.5	CC1CCC(NC(=O)CC2Oc3ccccc3NC2=O)CC1 (configuration not stated)
52	0.64	Cc1cc(C)cc(OCC(=O)NN2Cc3ccccc3C2=N)c1
53	-5.6*	CCCSc1nc(NCc2ccco2)c2c3c(sc2n1)COC(C)(C)C3
54	-0.42	COC(=O)n1c(=S)oc2cc(Cl)ccc21
55	2.5	COC(=O)c1c(C(=O)OC)c(-c2cccc(C)c2)n2c1CS(=O)(=O)C2
56	-4.1*	S=C(Nc1cccc(Cl)c1)NC1CCCCC1
57	0.57	CCOc1ccc(NC(=O)C2CC(C)=C(C)CC2C(=O)O)cc1 (configuration not stated)
58	-2.2	O=C(N/N=C/c1ccc(Cl)cc1Cl)Nc1ccccc1
59	-1.3	CCn1c(C)cc(/C=C2\SC(=O)N(CC(=O)Nc3ccc(C)c(C)c3)C2=O)c1C
60	0.058	COc1ccc(CCNC2=NCC(C)S2)cc1 (configuration not stated)

Sorted by molecular weight (falling): some entries from above.
No.	Cav32 inh	mol
53	-5.6*	CCCSc1nc(NCc2ccco2)c2c3c(sc2n1)COC(C)(C)C3
57	0.57	CCOc1ccc(NC(=O)C2CC(C)=C(C)CC2C(=O)O)cc1 (configuration not stated)
52	0.64	Cc1cc(C)cc(OCC(=O)NN2Cc3ccccc3C2=N)c1

Entries above marked active in Cav32 inh.
No.	Cav32 inh	mol
7	-5.2*	CC(NC(=O)CN1C(=O)NC(Cc2ccccc2)(Cc2ccccc2)C1=O)C12CC3CC(CC(C3)C1)C2 (configuration not stated)
53	-5.6*	CCCSc1nc(NCc2ccco2)c2c3c(sc2n1)COC(C)(C)C3
56	-4.1*	S=C(Nc1cccc(Cl)c1)NC1CCCCC1

(cont.)
No.	Cav32 inh	mol
61	-1.5	COc1ccc(-c2csc(NC(C)c3nc4cc(Cl)c(N5CCCCC5)cc4n3CCCO)n2)cc1 (configuration not stated)
62	0.22	Cc1ccccc1NC(=O)CSCC(=O)Nc1ccccc1C
63	-0.051	CCOC(=O)c1ccc(NC(=O)CC2SCCNC2=O)cc1 (configuration not stated)
64	-3.1	CCCNC(=O)c1onc(CSc2ccc(Cl)cc2)c1C(=O)NCCC(C)C
65	-1.8	CCOC(=O)N1CCN(C(=O)c2cc3c(-c4ccc(Cl)cc4)nn(C)c3s2)CC1
66	-0.36	CCN(CC(=O)NC)S(=O)(=O)c1ccc(C)cc1
67	0.0095	N#Cc1cc(-c2ccc(Cl)cc2)cnc1Sc1ccc(F)cc1
68	1	CS(=O)(=O)N(CC(=O)NC1CCCC1)c1cccc(F)c1
69	1.3	Cc1cc(C)cc(NC(=O)c2snc3c(=O)[nH]cnc23)c1
70	-0.33	Cn1cnnc1SCc1ccc(C(=O)O)cc1
71	-0.61	Cc1cc(S(=O)(=O)Nc2ccc(N(C)C)cc2)c(C)s1
72	-1.8	O=C(COc1ccc(-c2ccccc2)cc1)N/N=C/c1ccccc1Br
73	-3.9*	Cc1ccc(C)c(S(=O)(=O)NCc2ccc(C(=O)N3CCC(Cc4ccccc4)CC3)cc2)c1
74	0.26	O=C(CSc1nnc(-c2ccc(S(=O)(=O)N3CCCC3)cc2)o1)NCc1ccco1
75	1	O=C1CCC([N+](=O)[O-])C(c2cccc(Cl)c2Cl)N1 (configuration not stated)
76	0.68	Cc1cc(NS(=O)(=O)c2ccc(NC(=O)c3ccco3)cc2)no1
77	-2.4	CC1Cc2ccccc2N1C(=O)CSc1nnnn1-c1ccc2c(c1)OCCO2 (configuration not stated)
78	-1.4	Cc1ccc(C2=NOC(C)(c3nnc(-c4ccc(F)cc4)o3)C2)cc1 (configuration not stated)
79	0.2	O=C(C1CCCCC1)N1CCCn2c1nc1ccccc12
80	-0.45	CCOC(=O)c1ccc(NC(=O)C2C3CCC(C3)C2C(=O)O)cc1 (configuration not stated)
81	-2.3	O=C(O)CCC(=O)N1CCc2cc(S(=O)(=O)N(CCc3ccccc3)Cc3ccccc3)ccc21
82	0.013	CCO[C@H]1OC(C(=O)NCc2ccccc2)=C[C@@H](c2cn(C(C)=O)c3ccccc23)[C@@H]1CCCO
83	-1.2	CCc1nc(N2CCCCC2)c2oc3ccccc3c2n1
84	1.2	c1ccc(SCc2nc(-c3ccncc3)no2)cc1
85	0.00078	CCCCOc1ccc(C2(C(=O)O)CCCC2)cc1
86	-0.0091	COc1ccc(CCn2nnnc2C(c2ccccc2)N2CCN(C)CC2)cc1OC (configuration not stated)
87	1.1	CN(C)c1cc(C(F)(F)F)nc(-c2ccccn2)n1
88	0.33	C[n+]1cccc(CNC(=O)/C=N/O)c1
89	0.84	COc1cccc(OC)c1C(=O)NN1CCCCC1
90	1.1	CN1C(=O)OC(C)(C)C1=O
91	-0.32	COc1ccc(-c2csc(NC(C)=O)n2)cc1OC
92	-0.33	Cc1cc(C(=O)N2CCN(Cc3ccc4c(c3)OCO4)CC2)cs1
93	-2.2	CC(NC(=O)COc1ccc(Oc2ccccc2)cc1)C(=O)O (configuration not stated)
94	-1.1	Cc1n[nH]c(C)c1C(=O)CC1(O)C(=O)N(CCc2ccccc2)c2ccc(Cl)cc21 (configuration not stated)
95	0.12	O=C1CCc2cc(S(=O)(=O)N3CCN(C(=O)c4ccco4)CC3)ccc2N1
96	1.5	Cc1cc(C)c2c(n1)sc1c(N3CCN(CCO)CC3)ncnc12
97	-0.29	O=C(NCCNC(=O)c1ccco1)c1cccc(F)c1
98	-0.35	CCN(CC)S(=O)(=O)c1cccc(C(=O)N[C@H](C(=O)NCc2ccccc2F)C(C)C)c1
99	0.85	O=C1OC(N2CCN(C(=O)c3ccco3)CC2)c2ccccc21 (configuration not stated)
100	-0.029	CC1Cn2c(CCc3ccccc3)nnc2S1 (configuration not stated)
101	0.15	O=C(CSc1ncccc1-c1nc2ccccc2[nH]1)N1CCCCC1
102	-4.3	CCCc1nnc(NC(=O)COC(=O)c2cc(C)nc3ccccc23)s1
103	0.3	Cc1ccc2c(N)c(C)ccc2c1
104	-2.5	CCOC(=O)C1CCCN(CCC(=O)Nc2ccc3c(c2)CCC3)C1 (configuration not stated)
105	0.36	O=c1nc2ccccc2c2n1CC(CN1CCN(Cc3ccccc3)CC1)N2 (configuration not stated)
106	-0.4	Cn1c(=O)c2c(nc(-n3ccnc3)n2Cc2ccc([N+](=O)[O-])cc2)n(C)c1=O
107	-2.1	CCOC(=O)c1[nH]c(C)c(C(=O)Nc2cccc(Cl)c2C)c1C
108	0.52	O=C(Nc1cccnc1)C1CCCN(S(=O)(=O)c2ccccc2)C1 (configuration not stated)
109	0.57	COc1ccc(NC(=O)C2CCCN2S(=O)(=O)c2ccc3c(c2)CCC(=O)N3)cc1Cl (configuration not stated)
110	0.11	CC(C)OC(=O)CSc1nnc(Cc2ccccc2)n1Cc1ccco1
111	0.44	CCOC(=O)c1oc2ccc(S(=O)(=O)n3nc(-c4ccc(C)cc4)cc3N)cc2c1C
112	0.36	Cc1nc(COC(=O)c2ccc(S(=O)(=O)N3CCCC3)cc2)cs1
113	0.26	CCNC(=O)COc1ccc(-c2ccccc2)cc1
114	-0.0059	Cc1ccc(S(=O)(=O)NC(CC(=O)N2CCOCC2)c2ccco2)cc1 (configuration not stated)
115	-1.8	O=C1CC(SCc2nc3ccccc3[nH]2)C(=O)N1c1ccc(F)c(Cl)c1 (configuration not stated)
116	-0.54	NC(=O)c1ccsc1NC(=O)c1ccc2c(c1)CCCC2
117	0.4	CCOC(=O)c1ccc(NC(=O)N(CC)CC)cc1
118	0.71	COc1ccc(N2CCN(C(=O)CN(c3ccccc3)S(=O)(=O)c3ccc(OC)cc3)CC2)cc1
119	1.2	CCOC(=O)c1c(C)n(C)c2ccc(OC)c(NC(=O)CN3CCN(C(=O)c4ccco4)CC3)c12
120	0.95	CCOC(=O)CN1Cc2cccc(C(=O)O)c2C1=O

The list goes on:
No.	Cav32 inh	mol
121	-0.54	Cc1ccc(OCCCC(=O)Nc2nccs2)cc1
122	0.82	O=c1c2c(nc3cc(-c4ccccc4)[nH]n13)CCC2
123	0.42	COC(=O)c1ccccc1NC(=O)CSc1nnc(-c2cccnc2)n1C
124	-3.6	CC1CCC(C(=O)c2c(O)c3ccccc3oc2=O)CC1 (configuration not stated)
125	-1.1	COc1c(C)c2c(c(O)c1C/C=C(\C)CCC(=O)O)C(=O)OC2
126	-1.3	CCOc1ccc(N(Cc2cc3cc(OC)ccc3[nH]c2=O)S(C)(=O)=O)cc1
127	0.48	COc1c(Cl)ccc(Cl)c1C(=O)OCC(=O)O
128	0.34	CCCCC(CC)C(=O)NCc1ccccc1OC (configuration not stated)
129	0.029	CSc1nc2ccc(NC(=O)CSc3nnc(N)s3)cc2s1
130	-0.62	O=C1N=C(N2CCOCC2)SC1=C1CCCCC1

By substructure, the entries above with a nitro group on carbon
No.	Cav32 inh	mol
29	-0.7	Cc1cc(/C=N/Nc2ccc([N+](=O)[O-])cn2)c(C)n1-c1ccccc1
75	1	O=C1CCC([N+](=O)[O-])C(c2cccc(Cl)c2Cl)N1 (configuration not stated)
106	-0.4	Cn1c(=O)c2c(nc(-n3ccnc3)n2Cc2ccc([N+](=O)[O-])cc2)n(C)c1=O
